# CCT modulator – cytosolic chaperonin activity modulation; purified chaperonin ATPase assay, HTRF ADP detection, 30 min; 360,000 compounds, 0.3% hits; activity change, % (test concentration not listed), hits read low; AID 651819; in the data active = activity change below about -30%; also: % is scaled to controls: 0 for no effect and ±100 for the full control effect
#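 We incubate TRiC, 40 or 20 nM final, with library compounds at 76 uM and 10 uM ATP for 30 min at 37 °C. ADP formed is detected with Transcreener HTRF reagents after 30 min at room temperature.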
# Akt phos inh – Akt phosphorylation inhibition | Neuro2A IGF-stimulated pAkt S473 HTRF, 20 min; active compounds read low | activity change, % for hits at 50 µM | 360,000 compounds, 0.32% hits | AID 651550; in the data active = activity change below about -80%; inconclusive = mostly about -51% to -80%; also: % is scaled to controls: 0 for no effect and ±100 for the full control effect
#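 Single-point screen (50 µM final compound) in Neuro2A cells stimulated 20 min with 6 nM IGF at 37 deg C. After lysis, Ser473-phosphorylated Akt read by HTRF (ex 330 nm, em 615/665 nm) as the 665/615 ratio.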
# Nrf2 block – blocks Nrf2 signaling | A549 ARE-Fluc reporter, luciferase luminescence, 18-24 h | Potency, µM (doses to about 46 µM), for the others: at the top dose activity change, negative = inhibition, most hits filed as inhibitors | 360,000 compounds, 2.1% hits | AID 504444; also: potency is read from the fitted curve at half-maximal effect; % is scaled to controls: 0 for no effect and ±100 for the full control effect; nearly all actives have a fitted effect of over 60% in size
#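 Cells were seeded and rested 2 h, then exposed to compounds for 18-24 h. CellTiter-Fluor was read first as a viability measure. BugLite was added 15 min before the final luminescent read of ARE-luciferase activity in A549 cells.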
# EPAC2 antag – blocks human EPAC2 exchange factor | EPAC2 GEF exchange of Rap1B-BODIPY-GDP, fluorescence | Potency, µM (doses to about 114 µM), for inactives: at the top dose activity, negative = inhibition, most hits filed as inhibitors | AID 720708 | Q8WZA2 | 360,000 compounds, 0.18% hits; also: potency is read from the fitted curve at half-maximal effect; % is scaled to controls: 0 for no effect and ±100 for the full control effect; nearly all actives have a fitted effect of over 45% in size; many of its hits are not listed in these tables
# Target sequence (Q8WZA2 whole entry, looked up): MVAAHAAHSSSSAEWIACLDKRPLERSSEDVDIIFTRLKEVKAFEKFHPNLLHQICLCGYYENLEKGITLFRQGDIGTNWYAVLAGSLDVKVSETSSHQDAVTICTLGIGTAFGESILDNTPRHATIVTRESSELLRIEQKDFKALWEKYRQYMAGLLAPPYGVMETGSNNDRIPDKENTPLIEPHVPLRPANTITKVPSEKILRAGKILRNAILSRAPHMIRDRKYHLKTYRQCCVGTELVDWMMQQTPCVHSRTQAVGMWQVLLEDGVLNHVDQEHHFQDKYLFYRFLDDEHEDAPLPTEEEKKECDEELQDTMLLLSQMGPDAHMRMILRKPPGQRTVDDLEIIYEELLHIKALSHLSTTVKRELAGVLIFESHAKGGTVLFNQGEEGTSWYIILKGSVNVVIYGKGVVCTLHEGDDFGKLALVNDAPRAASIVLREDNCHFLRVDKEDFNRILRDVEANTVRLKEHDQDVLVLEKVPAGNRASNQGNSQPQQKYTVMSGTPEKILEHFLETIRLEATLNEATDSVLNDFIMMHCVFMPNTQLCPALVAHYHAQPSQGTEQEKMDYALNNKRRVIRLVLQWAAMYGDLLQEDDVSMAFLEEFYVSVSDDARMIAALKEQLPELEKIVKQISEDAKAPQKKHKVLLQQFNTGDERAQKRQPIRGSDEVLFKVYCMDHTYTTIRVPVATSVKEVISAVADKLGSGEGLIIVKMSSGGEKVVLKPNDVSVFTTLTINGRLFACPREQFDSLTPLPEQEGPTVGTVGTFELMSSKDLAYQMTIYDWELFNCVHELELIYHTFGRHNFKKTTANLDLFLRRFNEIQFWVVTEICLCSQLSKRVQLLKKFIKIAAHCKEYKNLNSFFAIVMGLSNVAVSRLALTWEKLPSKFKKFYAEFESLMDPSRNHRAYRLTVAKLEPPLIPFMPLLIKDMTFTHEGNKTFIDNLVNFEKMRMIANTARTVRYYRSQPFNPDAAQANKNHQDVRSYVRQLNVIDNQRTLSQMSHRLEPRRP
# TGFb inhibitor – TGF-b pathway inhibition | Potency, µM (top dose mostly 46.1 µM), for the others: top-dose activity, negative = inhibition, hits mostly inhibitors | AID 588855 | HepG2 CAGA-GFP TGF-b/SMAD3 reporter, GFP fluorescence, 18 h; TGF-beta stimulated, 500 pg/mL final | 410,000 compounds, 1.2% hits; also: potency is read from the fitted curve at half-maximal effect; % is scaled to controls: 0 for no effect and ±100 for the full control effect; nearly all actives have a fitted effect of over 65% in size
#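 Inhibition of TGF-beta-driven CAGA-GFP reporter expression in HEPG2 cells is measured by cellular GFP fluorescence after 18 h stimulation with 500 pg/mL recombinant TGF-beta in 1% FBS medium at 37 degrees C.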
# Mm-Cpn inhibitor – inhibitors of Methanococcus maripaludis chaperonin (MmCpn); purified Mm-Cpn ATPase, ADP Transcreener TR-FRET; Potency, µM (doses to about 76.9 µM), without a hit: top-dose activity, negative = inhibition, hits mostly inhibitors; 330,000 compounds, 0.031% hits; AID 504842; also: potency is read from the fitted curve at half-maximal effect; % is scaled to controls: 0 for no effect and ±100 for the full control effect; nearly all actives have a fitted effect of over 80% in size
#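 ATP (10 uM final) was added to archaeal chaperonin (25 nM final) after 10 min exposure to test compound at 37°C; after 30 min further incubation, ADP was detected by competitive TR-FRET.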
# A549 tox – kills or reduces viability of A549 cells in Nrf2 counter-screen; Potency, µM (highest dose often 46 µM), inactives show at the top dose activity change, negative = cytotoxicity, most hits filed as inhibitors; A549 ARE-Fluc cells, CellTiter-Fluor viability, 18-24 h; 390,000 compounds, 0.16% hits; also: potency is read from the fitted curve at half-maximal effect; % is scaled to controls: 0 for no effect and ±100 for the full control effect
#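 Cytotoxicity counterscreen: CellTiter-Fluor fluorescence was measured in A549 ARE_Fluc cells after 18-24 h of compound exposure in a concentration series. The subsequent BugLite luminescent read reports ARE-luciferase activity.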
# EPAC2 agonist – agonists of human EPAC2 (RAPGEF4); Q8WZA2; EPAC2 activation, biochemical qHTS; response scale: 100% = 6.5 mM cAMP response; Potency, µM (doses to about 154 µM), for the others: at the highest dose activation, most hits filed as activators; 360,000 compounds, 0.079% hits; AID 720711; also: potency is read from the fitted curve at half-maximal effect; nearly all actives have a fitted effect of over 50% in size
#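 In this primary screen, activation is scored as increased exchange of BODIPY-GDP from Rap1B by 100 nM EPAC2, with 50 uM GDP as competitor. Signal is normalized to the 6.5 mM cAMP agonist control.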
# Nrf2 activator – activates Nrf2 signaling; AREc32 ARE-luciferase reporter (MCF7-derived line), luminescence, 24 h; 410,000 compounds, 0.31% hits; AID 624171; Potency, µM (titrated, usually from 46.1 µM), for the others: at the highest dose activation, actives largely listed as activators; also: potency is read from the fitted curve at half-maximal effect; % of control where 0% means no effect; nearly all actives have a fitted effect of over 65% in size
#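 Quantitative high-throughput format: AREc32 reporter cells, 1000 per well, received compound by pin transfer and were incubated 24 hr at 37 deg C, 5% CO2, before Steady-Glo luminescence detection.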
# An asterisk follows results filed as active; i = inactive; ? = inconclusive; · = no result given; [ ] = dose if it differs, or a comment. Unless noted, calls follow the shape of the dose curve; as a rule, active = well fitted curve in the direction sought with a large enough effect; inconclusive = small, poorly fitted or top-dose-only effect, or another doubt; inactive = no such curve, though single readings can be large; an effect the other way counts as inactive or inconclusive.
SMILES,CCT modulator,Akt phos inh,Nrf2 block,EPAC2 antag,TGFb inhibitor,Mm-Cpn inhibitor,A549 tox,EPAC2 agonist,Nrf2 activator
CC(=O)Nc1ccc(OC(F)(F)C(F)C(F)(F)F)c(NC(C)=O)c1 (stereo not given),-1.7,i,-23%,2%,6%,1%,0%,-2%,-0.1%
Cc1cccc(NC(=S)NNC(=O)c2sccc2C)c1,-2.3,i,?,-2%,-2%,-10%,-2%,8%,2.9%
Cc1nnc(SCC(=O)NNC(=O)c2ccc(Cl)cc2)n1CC1CCCO1 (stereo not given),1.3,i,1%,13%,9%,1%,8%,6%,-0.3%
CCOc1ccc(-n2ccc(=O)c(C(=O)Nc3ccc(S(=O)(=O)N4CCOCC4)cc3)n2)cc1,1.5,i,10%,-10%,-8%,-1%,3%,2%,-0.7%
CC(C)CCN1CCN(Cc2nc(-c3ccc(F)cc3)cs2)CC1CCO (stereo not given),2.3,i,-13%,11%,4%,3%,0%,-1%,-0.3%
O=C(N1CCOCC1)N1CCN(CC(O)COc2ccc3ccccc3c2)CC1 (stereo not given),-0.4,i,·,6%,9%,0%,-1%,16%,-1.3%
COc1cccc(CNC(=O)CN(c2ccc(C(C)C)cc2)S(=O)(=O)c2c(C)n[nH]c2C)c1,·,·,?,·,16µM*,·,1%,·,0.5%
COc1cc2c(cc1OC)C(c1ccc(F)cc1)N(c1cccc(C#N)c1)C(=O)C2 (stereo not given),·,·,-11%,·,13%,·,1%,·,0.7%
CC(NC(=O)Nc1ccc(O)cc1)(C(F)(F)F)C(F)(F)F,2.3,i,-18%,?,-3%,-12%,-4%,-19%,18%
CCOc1ccc(N2C(=O)/C(=C/c3ccc(C)o3)N(C)C2=S)cc1,0.1,i,-17%,1%,3%,-1%,?,-2%,0.0%
CNS(=O)(=O)c1ccc2c(c1)[nH]c(=S)n2C,-0.5,i,·,-2%,-11%,·,·,2%,0.3%
Cc1cc(C)c(C(=O)/C=C/c2cccs2)c(=O)[nH]1,-0.5,i,8%,2%,-2%,-2%,1%,4%,14%
O=C(c1ccco1)N1CCN(Cc2cn[nH]c2-c2cccc3ccccc23)CC1,2.0,i,-14%,-3%,17%,-3%,14%,-2%,0.4%
CSc1ccc(C(=S)N2CCN(CCO)CC2)cc1,-0.7,i,1%,2%,1%,-1%,-4%,5%,0.2%
CCCC(=O)N1CCN(c2ccc(NC(=O)c3cc4ccccc4o3)cc2)CC1,-0.4,i,·,0%,0%,0%,-13%,-5%,0.0%
C=C1CCN([C@H](C(=O)NCc2ccccc2)C(C)C)S(=O)(=O)c2ccccc21,-1.8,i,16%,6%,42%,1%,11%,0%,2.3%
NNC(=O)COc1cccc(Oc2ccccc2)c1,-2.3,i,-9%,2%,-5%,0%,12%,2%,-0.2%
COc1cccc2cc(C(=O)C3=C(O)C(=O)N(CCN(C)C)C3c3ccc(Cl)cc3)oc12 (stereo not given),-1.8,i,-4%,-5%,-14%,-13%,-12%,-8%,2.3%
Cc1cc(C)nc(NC2=NCC(=O)N2c2ccc(Cl)cc2)n1,-1.0,i,12%,6%,1%,-3%,-3%,2%,0.4%
COc1ccc2c(/C=C/c3cc[n+](C)cc3)c[nH]c2c1,-13,i,1.3µM*,0%,10%,-4%,?,3%,0.8%
Cc1cc(C)cc(NC(=O)CN2C(=O)CSc3ccc(S(=O)(=O)N(C)C)cc32)c1,·,·,?,·,?,·,1%,·,1.2%
COc1ccc(CCNC(=O)C(=O)Nc2ccccc2F)cc1,·,·,1%,·,-10%,·,-4%,·,-0.3%
O=C(NC1CC1)C1CCC(=O)N1C1CCCC1 (stereo not given),-2.7,i,6%,-3%,-21%,1%,0%[1.84 µM],1%,-0.8%
Cc1cccc(NC(=S)NCc2ccccc2)c1C,-0.2,i,1%,-10%,2%,1%,12%,8%,0.0%
NC(=O)c1ccccc1NC(=O)CN1CCN(Cc2ccccc2)CC1,0.2,i,3%,13%,-3%,-1%,3%,12%,0.2%
CCOC(=O)Nc1ccc(NC(=O)c2ccccc2F)cc1,-2.6,i,26%,-2%[57.1 µM],24%,2%,17%,11%,-0.3%
O=C(CSc1nnc(-c2ccncc2)o1)N1CCc2ccccc2C1,-1.2,i,?,-3%,12%,-7%,-5%,-6%,-0.4%
CC12C(=O)N(c3cccc4cccnc34)C(=O)C1C1C=CC2C1 (stereo not given),-0.3,i,-5%,0%,0%,-1%,-6%,13%,0.1%
CCN(CCNC(=O)C1CCN(S(=O)(=O)CC)CC1)c1ccccc1,0.5,i,-13%,0%,-8%,1%,26%,8%,-0.8%
COc1ccc(C(CNC(=O)c2ccc(C)c(S(=O)(=O)N3CCCCC3)c2)N(C)C)cc1OC (stereo not given),-0.7,i,-1%,-3%,-15%,0%,-1%,7%,-0.9%
Cc1cccn2c(=O)c(C=O)c(Sc3ncccn3)nc12,-0.2,i,?,3%,-11%,1%,0%,13%,?
Nc1nc(SCC(=O)c2c(N)n(Cc3ccccc3)c(=O)[nH]c2=O)n[nH]1,0.7,i,5%,-3%,-7%,1%,-7%,0%,-0.9%
O=C1c2ccccc2C(c2nnnn2-c2ccc3c(c2)OCCO3)N1CCc1ccc(O)cc1 (stereo not given),-1.3,i,·,?,·,·,·,-3%,0.5%
CCOc1ccc(/C=C2\SC(=S)N(CCC(=O)Nc3cccc(C(=O)O)c3)C2=O)cc1,1.0,i,2%,-13%,9%,-1%,1%,-1%,-1.2%
CCC(C(=O)OCc1cc(=O)n2nc(C)sc2n1)c1ccccc1 (stereo not given),·,·,-21%,·,?,·,12%,·,0.7%
Cc1csc(=O)n1CC(=O)OCC(=O)Nc1ccc(F)c(F)c1F,-2.0,i,·,9%,-17%,·,·,0%,1.6%
CCOC(=O)C1(C)C=C(Nc2ccc(OC)cc2)C(=O)N1c1ccccc1 (stereo not given),·,·,8%,·,0%,·,11%,·,-0.8%
O=C(c1ccco1)n1nc(-c2ccccc2)nc1NCc1ccco1,-0.4,i,10%,-6%,13%,1%,0%,-1%,0.1%
CC(C)[C@H](NC(=O)[C@@H]1Cc2ccccc2CN1C(=O)OC(C)(C)C)C(=O)NCc1ccco1,1.7,i,0%,-14%,4%,1%,-3%,-17%,-0.4%
COc1cc(C2Nc3cc(Cl)c(S(N)(=O)=O)cc3S(=O)(=O)N2)ccc1OCc1ccccc1 (stereo not given),-0.9,i,6%,-2%,?,0%,-8%,11%,3.0%
CCCCn1c(N)c(N(CCC(C)C)C(=O)CSc2nnc3ccccn23)c(=O)[nH]c1=O,-0.6,i,-3%,6%,11%,-9%,-4%,4%,0.1%
C=CCn1cc([N+](=O)[O-])nc1C,0.3,i,-2%,-9%,-17%,3%,18%,7%,-0.2%[9.22 µM]
O=C(c1ccc2c(c1)OCO2)C1CCCN(Cc2cccn2-c2cccnc2)C1 (stereo not given),1.0,i,-27%,-12%,-1%,3%,2%,4%,1.4%
Cc1cc(C(=O)CCl)c(C)n1-c1cccc(S(=O)(=O)N2CCOCC2)c1,-4.1,i,-14%,2%,?,1%,1%,1%,28%
CN1C(=O)SC(Nc2ccc(F)cc2)C1=O (stereo not given),-0.9,i,6%,5%,-17%,0%,-8%,2%,-0.1%
O=C(Nc1ccccc1Oc1cccnc1)C1CCCN(C/C=C/c2ccc(F)cc2)C1 (stereo not given),-0.6,i,-5%,-7%,-2%,-6%,-9%,-3%,0.3%
COc1ccc(N2CCN(c3cc(C(=O)Nc4cc(OC)c(OC)c(OC)c4)ncn3)CC2)cc1OC,0.0,i,·,7%,32%,·,·,9%,3.3%
CCCNS(=O)(=O)c1ccc(CCC(=O)N2CCCC2)cc1,-0.4,i,-1%,-1%,-15%,0%,-1%,-4%,0.3%

# Quoted from the listing.
# TGFb inhibitor with O=C(N1CCOCC1)N1CCN(CC(O)COc2ccc3ccccc3c2)CC1 (stereo not given) : 9%
# A549 tox with CCCC(=O)N1CCN(c2ccc(NC(=O)c3cc4ccccc4o3)cc2)CC1 : -13%
# Nrf2 activator with O=C(CSc1nnc(-c2ccncc2)o1)N1CCc2ccccc2C1 : -0.4%
# A549 tox with CCOC(=O)Nc1ccc(NC(=O)c2ccccc2F)cc1 : 17%

# With a hit mark in TGFb inhibitor, of those listed so far:
structure | CCT modulator | Akt phos inh | EPAC2 antag | TGFb inhibitor | Mm-Cpn inhibitor | Nrf2 activator
COc1cccc(CNC(=O)CN(c2ccc(C(C)C)cc2)S(=O)(=O)c2c(C)n[nH]c2C)c1 | · | · | · | 16µM* | · | 0.5%

# Next results follow.
SMILES,CCT modulator,Akt phos inh,Nrf2 block,EPAC2 antag,TGFb inhibitor,Mm-Cpn inhibitor,A549 tox,EPAC2 agonist,Nrf2 activator
O=C(NNC(=O)c1ccccc1O)c1ccc(Cl)c(S(=O)(=O)N2CCCCC2)c1,-0.3,i,4%,-11%,-2%,1%,3%,9%,0.2%
CCOc1ccc(N(CC(=O)NCCSCc2ccccc2)S(C)(=O)=O)cc1,-0.1,i,-10%,-6%,3%,-2%,2%,8%,-0.8%
Cc1cc(/C=N/NC(=O)c2ccc(O)cc2)c(C)n1C1CC1,-1.5,i,3%,-19%,1%,-3%,5%,5%,0.2%
CCC[C@H]1CC(=O)C=C(c2ccc(OC)cc2)ON1C(=O)OC(C)(C)C,1.3,i,-2%,?,?,·,-3%,-7%,20%
COc1cc(CN2CCC(CCC(=O)NC3CC3)CC2)cc(Cl)c1OC,-14,i,2%,-2%,-13%,1%,8%,22%,0.6%
Nc1ccc(Oc2ccccc2-c2ccccc2)cc1,0.4,i,9.2µM*,?,0%,·,9%,29%,-2.3%
CCCNC(=O)c1nn2c(C(F)(F)F)cc(-c3ccccc3)nc2c1Br,1.8,i,-11%,-15%,2%,-18%,2%,-5%,?

# Bioassay records as filed in PubChem BioAssay.

# These rows are one share of the data (hit frequency here may not be typical).
